FAS TE block: FAS thioesterase (human) inhibition; recombinant FAS-TE, OMFH fluorogenic substrate, fluorescence endpoint; inhibition, % at 15 µM; 360,000 compounds, 0.67% hits; AID 602261;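 active means compounds whose normalised, plate-corrected inhibition of enzyme fluorescence in the single-dose primary screen is 50% or more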;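 further: 0% = DMSO with enzyme and 100% = substrate without enzyme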
MT1-MMP act inh: inhibitors of human MT1-MMP activation; P50281; HT1080 RFP-PRO-GFP cells, GFP/RFP ratio fluorescence, overnight; percent of plate control window, DMSO zero; GFP/RFP ratio change, % at 20 µM; 360,000 compounds, 0.061% hits; AID 651647;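 active means GFP/RFP ratio change of at least 30% with cell ATP level not reduced by more than half and red fluorescence within 50% of control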; further: strong numbers were not always called active
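Read-out: GFP/RFP fluorescence ratio; Test system: RFP-PRO-GFP reporter HT1080 cells; Compound dosing: single-point 20 µM compound, 1% DMSO; Times: overnight compound exposure at 37 °C.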
TbMetRS inhib: Trypanosoma brucei MetRS inhibition | purified T. brucei MetRS, ATP depletion, Kinase-Glo luminescence | inhibition, % at 11.9 µM | 360,000 compounds, 0.4% hits;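 active means inhibition above a per-plate cutoff of the control wells' mean inhibition plus 3 SD, cut at about 5.5% in these data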;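 further: 0% = DMSO wells median and 100% = median of wells with control inhibitor compound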
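System: purified T. brucei MetRS enzyme / Detection: Kinase-Glo luciferase luminescence reporting remaining unconsumed ATP / Medium: HEPES buffer with MgCl2, KCl, DTT, spermine, BSA, pyrophosphatase / Replication: singlicate, one well per compound / Evaluation: percent inhibition relative to median high and low control wells / Schedule: 2 h aminoacylation at 25 °C after 15 min preincubation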
SKN-1 inh: C. elegans SKN-1 inhibition | C. elegans VP596 Pgst-4::GFP/RFP ratio, acrylamide-induced, 24 h | inhibition, % at 21.8 µM | 360,000 compounds, 0.49% hits | AID 624304;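 active means interference check ratio from 0.5 to 1.5 plus GFP to RFP signal ratio inhibition reaching or exceeding a fixed threshold, cut at about 30% in these data, passing the limit was not always enough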; further: some compounds called inactive have numbers as strong as hits
MsrA inhibitor: inhibitors of bovine MsrA. purified bovine MsrA, absorbance read-out. inhibition, % at 15.5 µM. 360,000 compounds, 0.75% hits; in the data active means inhibition above about 4.5%;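 further: 0% = vehicle wells with enzyme and 100% = reference inhibitor wells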
bovine MsrA act: activates bovine MsrA enzyme; 360,000 compounds, 0.3% hits; AID 602163; activation, % at 10.6 µM; purified bovine MsrA, absorbance read-out; in the data active means activation above about 7.5%;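 further: 0% = vehicle and 100% = reference activator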
NRP1-CendR mod: alters CendR peptide binding to human NRP-1; FAM-RPARPAR peptide binding to NRP-1, fluorescence polarization; inhibition, % at 25 µM; 360,000 compounds, 0.85% hits;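 active means inhibition or corrected inhibition above about 18%, plus a signal ratio from 0.5 to 1.5, limit read from the data, passing the limit was not always enough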; further: strong numbers were not always called active
eLon inh: inhibitors of E. coli Lon protease. P0A9M0. purified E. coli Lon protease, fluorescence polarization. inhibition, % at 7.94 µM. 360,000 compounds, 0.42% hits. AID 602123; in the data active means inhibition above about 13%, passing the limit was not always enough;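 further: 0% = enzyme with probe and DMSO and 100% = no enzyme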
PABP1 MLLE inh: inhibitors of microRNA-mediated deadenylation, human PABP1 MLLE binding; AID 588489; P11940; 360,000 compounds, 0.36% hits; inhibition, % at 20 µM; GST-MLLE / FITC-PAM2 fluorescence polarization; in the data active means inhibition above about 35%, passing the limit was not always enough;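 further: plate controls were DMSO wells with GST-MLLE for no effect and wells lacking GST-MLLE protein for full effect; some results filed as inactive read as strong as hits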
Active calls of the source: *; · = not tested or not shown; & = joins results of further samples.

SMILES	FAS TE block	MT1-MMP act inh	TbMetRS inhib	SKN-1 inh	MsrA inhibitor	bovine MsrA act	NRP1-CendR mod	eLon inh	PABP1 MLLE inh
COC(=O)C1=CN(c2cccc(C(F)(F)F)c2)C=C(C(=O)OC)C1c1ccc(O)c(OC)c1	10	-7	-0.6	-5	-0.6	-3	0	-4	-3
CCOC(=O)N1CCN(c2cc3[nH]c(=S)[nH]c3cc2F)CC1	-7	8	0.5	5	-0.5	1	0	5	3
CCn1nnnc1Oc1ccc(Cl)cc1	-6	3	-0.3	0	0.1	-1	-9	-8	-8
C/C(=N\Nc1cccc2cccnc12)c1ccc(N)cc1	-2	-4	-0.1	-9	1.2	-5	-5	8	8
Cc1noc(C)c1COc1ccc(C(=O)OCC(=O)NC(=O)C2COc3ccccc3O2)cc1 (stereo not given)	-4	6	-1.1	3	-0.6	-3	4	1	-17
COc1ccc(S(=O)(=O)N2CCCCCC2)cc1	0	5	-0.5	-7	0.0	-5	0	-6	9
CC(=O)Nc1cccc(Oc2ccc3c(c2)C(=O)NC3=O)c1	-2	0	-1.7	-11	0.7	-10	-5	6	0
O=C(NNC(=O)c1ccccc1-n1cccc1)c1cncc(Br)c1	-5	-3	0.3	-3	-0.2	-4	5	38*	11
CCCc1ncc(CN2CCCCC2C(=O)Nc2ccc(Oc3ccccc3)nc2)cn1 (stereo not given)	-3	4	-0.4	5	-0.3	-1	4	-2	6
COc1cccc(NC(=S)N(CCC(C)C)C(C)c2ccncc2)c1 (stereo not given)	0	3	0.4	11	0.4	0	-3	-2	-47
C=CCN(CC=C)CCOc1ccccc1	-6	-1	0.1	2	-0.6	-4	14	-3	6
Oc1ccc(Cl)cc1CNCc1ccc(F)c(F)c1	-1	6	-0.4	-10	-1.0	-4	17	-2	-2
COc1ccc(-n2nnnc2SCC(=O)Nc2nnc(C)s2)cc1OC	-5	-1	-0.5	10	-0.3	3	-2	-4	26
COc1ccc(OC)c(NC(=O)c2cc(S(=O)(=O)NCc3ccco3)ccc2F)c1	14	4	-0.4	9	1.5	-5	0	4	2
Cc1ccc(-c2cc3nn(-c4ccccc4)c(N)c3c(=O)o2)cc1	14	12	-0.4	-16	-0.5	7	-11	1	-5
O=C(O)CSc1cnc2ccccc2n1	0	0	-0.4	-10	0.7	2	16	0	0
O=P(O)(O)CCP(=O)(c1ccccc1)c1ccccc1	-5	-3	-0.5	8	-1.1	-1	-4	-4	-81
CSc1nc2cc(C)nn2c(-c2ccc(C(C)(C)C)cc2)c1C#N	7	16	-0.2	-3	-1.4	0	-4	-6	-1
CC1(C)CC2CC(C)(CN2C(=O)c2cc(-c3ccc(O)cc3)on2)C1 (stereo not given)	14	0	-1.0	-8	-0.7	-9	-4	15	-19
C=CCNC(=O)COC(=O)c1ccc(Cl)c(S(N)(=O)=O)c1	-4	-1	-1.8	6	0.9	-15	2	3	-1

In a second layout: entries from further up
CSc1nc2cc(C)nn2c(-c2ccc(C(C)(C)C)cc2)c1C#N
  FAS TE block: 7; MT1-MMP act inh: 16; TbMetRS inhib: -0.2; SKN-1 inh: -3; MsrA inhibitor: -1.4; bovine MsrA act: 0; NRP1-CendR mod: -4; eLon inh: -6; PABP1 MLLE inh: -1

CC1(C)CC2CC(C)(CN2C(=O)c2cc(-c3ccc(O)cc3)on2)C1 (stereo not given)
  FAS TE block: 14; MT1-MMP act inh: 0; TbMetRS inhib: -1.0; SKN-1 inh: -8; MsrA inhibitor: -0.7; bovine MsrA act: -9; NRP1-CendR mod: -4; eLon inh: 15; PABP1 MLLE inh: -19

The listing picks up, starting 3 compounds before the break.
SMILES	FAS TE block	MT1-MMP act inh	TbMetRS inhib	SKN-1 inh	MsrA inhibitor	bovine MsrA act	NRP1-CendR mod	eLon inh	PABP1 MLLE inh
CSc1nc2cc(C)nn2c(-c2ccc(C(C)(C)C)cc2)c1C#N	7	16	-0.2	-3	-1.4	0	-4	-6	-1
CC1(C)CC2CC(C)(CN2C(=O)c2cc(-c3ccc(O)cc3)on2)C1 (stereo not given)	14	0	-1.0	-8	-0.7	-9	-4	15	-19
C=CCNC(=O)COC(=O)c1ccc(Cl)c(S(N)(=O)=O)c1	-4	-1	-1.8	6	0.9	-15	2	3	-1
CN(CC(=O)Nc1cccc(S(=O)(=O)N2CCCC2)c1)Cc1ccccc1	11	1	-0.4	4	-1.1	-1	3	-11	7
CCOC(=O)/C=C/CN(C(=O)OC(C)(C)C)S(=O)(=O)N1CC=CC1	-6	2	-0.1	35*	-0.3	0	7	-9	3
COc1cc2[nH]c3c(=O)n4c(nc3c2cc1OC)SCCC4	0	2	0.8	1	1.5	0	4	-2	6
O=C(Nc1ccccc1N1CCCC1)c1ccc(Br)o1	-3	-3	-0.8	-10	-1.0	-9	-15	-6	3
O=C(NCCC1CCCCN1S(=O)(=O)c1ccccc1)C(=O)NCC1CCCO1 (stereo not given)	1	3	-0.4	6	-2.5	-6	-1	-5	2
Cn1c(SCC(=O)NCc2ccccc2)nc2ccccc21	-2	6	-0.5	-12	0.1	-2	-6	2	-8
O=C(CCNC(=O)c1ccccc1Cl)Nc1nc2ccc(F)cc2s1	-4	1	-0.5	4	0.7	-1	9	-11	8
O=C1c2ccccc2-c2cc(Br)ccc2NC1O (stereo not given)	-6	-2	-0.2	-2	0.9	-4	-18	-22	-16
COc1ccc(NC(=O)Nc2nnc([C@@H]3C[C@H](O)[C@@H](CO)O3)s2)cc1	-2	-5	-0.1	10	-0.9	3	-9	9	7
CCOC(=O)c1[nH]c2ccccc2c1NC(=O)CN1CCCCC1	-5	5	-0.5	28	1.2	-5	-9	3	8
Cc1ccc(S(=O)(=O)c2c(N)n(CCN3CCOCC3)c3nc4ccccc4nc23)cc1C	2	-2	0.0	1	0.0	-3	-19	3	-4
O=C(CSc1n[nH]c(-c2ccccc2O)n1)N1CCOCC1	-3	-2	0.0	9	-0.1	-2	3	7	-6
O=C(NCc1ccco1)c1ccc(CS(=O)(=O)Cc2ccc(F)cc2)o1	-6	-1	-0.1	7	·	-1	-13	5	7
C=CCN(C(=O)CNC(=O)c1ccco1)C(C(=O)NC1CCCCC1)c1ccccc1F (stereo not given)	-7	11	-0.1	-4	-0.2	-1	-10	6	-16
CC(=O)c1ccc(S(=O)(=O)N(C)CCCC(=O)N(C)Cc2ccccc2F)cc1	2	0	-0.1	7	0.5	-1	13	-14	-2
Brc1ccc(-c2csc(N/N=C/c3ccco3)n2)cc1	15	2	0.0	65*	0.8	-5	8	-8	3
CCN(CC(=O)Nc1c(F)cccc1F)C(=O)c1cc2c(cc1Cl)N1CCCCCC1=NS2(=O)=O	-2	-2	-0.1	8	-0.6	-1	-6	5	12
COc1ccccc1C(=O)Nc1ccc2c3c(cccc13)CC2	12	-8	-0.9	12	-0.7	-2	-14	-7	4
COc1cc(CC(=O)NCCCc2ccccc2)cc(OC)c1OC	3	3	-1.0	-13	2.6	-2	-5	-6	-6
CCOC(=O)C1CCCN(C(=O)c2cc(OC)ccc2Br)CC1 (stereo not given)	-8	3	-0.3	15	-1.5	-1	-10	5	4
O=C(Nc1ccc(OCCO)cc1)c1csc([C@@H]2O[C@H](CO)[C@H](O)[C@H](O)[C@H]2O)n1	-12	2	-0.3	1	1.5	-2	5	-5	10
CNC(=O)Oc1ccc2c(c1)[C@]1(C)CCN(C)[C@@H]1N2C	-3&-3	-2&-1	-0.2&-0.5	9&10	0.4&0.4	0&-1	4&-2	1&-6	-6&6
CCOC(=O)c1[nH]nc(-c2c(O)cc(C)cc2O)c1-c1csc(C)n1	-10	2	-1.1	-10	0.5	-8	0	-7	-4
COc1ccc(COC[B-](F)(F)F)cc1	-8	3	-0.4	7	-0.7	0	-5	0	9
CC(C)OCCCn1c(=S)[nH]c2ccc(N3CCOCC3)cc2c1=O	-4	1	0.4	11	1.3	-2	-10	-2	-40
Cc1cc2n(n1)SC(Nc1ccccc1)N2 (stereo not given)	-7	3	0.3	8	-0.9	0	4	8	-29
Cc1ccc(NC(=O)CS(=O)CC(=O)Nc2cccc(C)c2C)cc1F (stereo not given)	0	8	0.1	-12	0.8	2	-3	-7	-1
CC(=O)c1ccc(OCc2cc(C(=O)NCC3CCCCO3)no2)cc1 (stereo not given)	-2	-2	-0.8	-3	-0.2	-3	9	0	-5
CCn1c(=O)c(C(=O)NNC(=O)c2ccc(Cl)cc2Cl)c(O)c2ccccc21	5	3	0.5	13	-0.7	-2	0	-6	-13
O=C(COC(=O)C1c2ccccc2Oc2ccccc21)Nc1ccc2c(c1)OCO2	10	0	0.3	19	-1.0	-1	4	13	-21
CC(C)CCN1CCC(n2nccc2NC(=O)C2CCOC2)CC1 (stereo not given)	-7	1	-0.2	-3	-0.5	-2	6	4	18
Cc1ccc(C(=O)Nc2nnc(COCCO)s2)cc1	-10	-2	-0.2	7	-0.2	-4	13	1	14
CC(C)Oc1ccc(C(CCNCc2ccc(O)cc2)c2ccccc2)cc1 (stereo not given)	-2	-2	-1.4	7	-1.3	-1	25*	-6	-2
COc1nc(C)cc(C)c1S(=O)(=O)c1ccc(Cl)cc1	4	-1	-0.8	-8	-1.0	-2	0	1	15
O=C(O)c1ccccc1-c1ccccc1C(=O)Nc1ccc(-c2nc3cc(Cl)ccc3o2)cc1	7	6	0.7	4	4.2	-2	-8	-6	-1
O=C(C1CCCO1)N1CCC(O)(c2ccccc2)CC1 (stereo not given)	-6	-1	-0.9	11	0.7	-6	10	-10	9
Cc1ccc(S(=O)(=O)/N=C/c2ccc(N(C)C)cc2)cc1	-7	-1	-0.6	6	6.7*	-12	12	-3	-17
COc1n[nH]c(C(=O)Nc2nc3ccccc3s2)c1[N+](=O)[O-]	-14	1	-0.2	7	3.0	-3	-5	5	1
COc1ccc(N2CCN(S(=O)(=O)c3cc4c5c(c3)C(C)C(=O)N5CCC4)CC2)cc1 (stereo not given)	5	3	-0.3	-10	1.0	0	6	-8	3
CCOc1ccccc1C1CC(=O)Nc2cc3c(cc21)OCCO3 (stereo not given)	-2	10	-1.2	-26	0.5	-10	-7	-6	2
CC(=O)Nc1cccc(OCCCNC(=O)C2CCC2)c1	-5	2	-0.4	2	0.3	-2	17	-1	-12
C=CCn1c(SCC(=O)c2ccc(O)c(O)c2)nnc1-c1ccc(OC)cc1	-4	10	-0.4	6	2.5	-11	-48	-3	-62
CCCCOc1ccccc1Cn1c(=O)oc2ccccc21	17	-1	-1.0	2	0.1	3	19	-3	-3
O=C(NN=C1CCC(=NNC(=O)c2cccnc2)CC1)c1cccnc1	-6	-1	0.0	10	-0.2	3	13	2	30
Cc1nc2nc(SCC(=O)N3CCOCC3)nn2c(C)c1Cc1c(F)cccc1Cl	-8	5	-0.6	-4	-0.8	-6	-2	-9	-2
O=C(Nc1cccc(Cl)c1)Nc1ccc(Cl)cn1	-6	-1	-1.1	-6	1.3	3	-6	0	12
CCC(C)NC(=O)CC1Oc2ccc(C)cc2NC1=O (stereo not given)	-8	-1	-0.3	15	-0.4	-3	4	-5	11
CN1CCN(C(=O)c2cnn(-c3ccccc3)c2NC(=O)c2ccc([N+](=O)[O-])cc2)CC1	45	-1	-0.1	-4	1.3	-2	-6	4	6
O=C(CC12CC3CC(CC(C3)C1)C2)NCC(=O)N1CCc2ccccc2C1	7	5	-0.5	2	0.2	-4	-1	-9	6
Cn1c(SCC(=O)Nc2ccc3[nH]c(=O)[nH]c3c2)nnc1-c1ccc(F)cc1	-6	-4	-0.2	-1	-0.6	-1	-20	9	-57

Screens deposited in PubChem by several laboratories.
